Screening results: PubChem BioAssay, The Scripps Research Institute Molecular Screening Center
hcDAF12 agonist: H. contortus DAF-12 nuclear receptor activators, primary screen, cell-based, luminescence, HEK293, lit1-tk-luc reporter | 370,000 tested, 1.4% active | activation, % at 6.8 µM | HEK293 hcDAF-12 lit1-tk-luc reporter; 0% DMSO, 100% Δ7-dafachronic acid;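 active means activation above the mean of all tested compounds plus 3 SD, cut at about 5.5% in these data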;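 further: 100% = response to 3 µM Δ7-dafachronic acid high control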
ADAM10 inh: human ADAM10 inhibitors, primary screen, biochemical, QFRET, HTS. Disintegrin and metalloproteinase domain-containing protein 10 (Homo sapiens), O14672. recombinant ADAM10, EDANS/DABCYL FRET peptide cleavage, 3 h. inhibition, % at 7 µM. 370,000 tested, 0.62% active. AID 720582, 2013;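 active means inhibition above a per-campaign cutoff equal to the mean of compounds falling between control-based bounds plus 3 SD, cut at about 20% in these data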;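 further: 0% = DMSO wells while the 100% control is not disclosed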
DAX1 inh-1: DAX1 (NR0B1) inhibitors, primary screen, cell-based, HEK293, Gal4-DAX1, luciferase luminescence. Nuclear receptor subfamily 0 group B member 1 (Homo sapiens), P51843. HEK293 Gal4-DAX1 luciferase reporter. inhibition, % at 6.75 µM. 340,000 tested, 0.99% active. AID 504766, 2011;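 active means inhibition above the mean over all tested compounds plus 3 SD, cut at about 4.2% in these data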;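 further: 0% = DAX1-transfected cells with DMSO and 100% = empty-vector control cells with DMSO; inhibition shows as a rise in luminescence from relieved DAX1 repression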
Target sequence (P51843 207-470 limits assumed): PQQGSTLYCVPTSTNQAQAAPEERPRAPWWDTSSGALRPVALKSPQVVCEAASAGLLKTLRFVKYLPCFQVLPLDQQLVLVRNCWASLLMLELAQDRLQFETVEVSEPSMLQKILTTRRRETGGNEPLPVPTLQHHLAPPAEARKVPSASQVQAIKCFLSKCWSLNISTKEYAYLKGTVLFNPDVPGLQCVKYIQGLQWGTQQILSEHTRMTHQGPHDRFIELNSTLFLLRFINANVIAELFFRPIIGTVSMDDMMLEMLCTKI
DAX1 inh-2: DAX1 (NR0B1) inhibitors on StAR promoter, primary screen, cell-based, luminescence, SF-1 (NR5A1), full-length DAX-1. AID 652010, 2013. HEK293T StAR-luciferase reporter, SF-1/DAX-1 repression relief. inhibition, % at 6.8 µM. 370,000 tested, 1.1% active;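 active means inhibition above the mean over all tested compounds plus 3 SD, cut at about 3.6% in these data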;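 further: 0% = DAX-1 cells with DMSO and 100% = cells lacking DAX-1 with DMSO; higher inhibition means more luminescence from relief of DAX-1 repression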
PLC-gamma1 inh: PLC-gamma1 enzyme inhibitors, primary screen, biochemical, fluorescence, purified enzyme. 370,000 tested, 0.84% active. inhibition, % at 12.2 µM. fluorogenic substrate; in the data active means inhibition above about 9.5%
hgDAF12 agonist: H. glycines DAF-12 receptor agonists, primary screen, cell-based, luminescence, HEK293, GAL4 fusion, UAS-luciferase | HEK293 GAL4-hgDAF12 UAS-luciferase reporter, agonist luminescence; normalized to butyrate control | activation, % at 6.8 µM | Nuclear hormone receptor DAF-12 (Heterodera glycines), GAL4 fusion | 370,000 tested, 1.8% active;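 active means activation above a cutoff set at the mean of all screened compounds plus 3 SD, cut at about 10% in these data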;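 further: 0% = DMSO wells and 100% = sodium butyrate wells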
ssDAF-12 act: S. stercoralis DAF-12 nuclear receptor activators, primary screen, cell-based, luminescence, HEK293, GRIP1 co-expression, lit1-tk-luc | 370,000 tested, 1% active | activation, % at 6.8 µM | HEK293 ssDAF-12/GRIP1 lit1-tk-luc reporter; % of 3 µM dafachronic acid response | Nuclear hormone receptor DAF-12 (Strongyloides stercoralis);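 active means activation above the mean over all tested compounds plus 3 SD, cut at about 0.9% in these data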;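 further: 0% = DMSO-only wells and 100% = 3 µM delta7-dafachronic acid wells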
FXN GAA850 act: FXN promoter activators, primary screen, cell-based, luciferase luminescence, HEK293 lucGAA850. activation, % at 6 µM. 360,000 tested, 0.56% active. HEK293 lucGAA850 FXN promoter luciferase reporter, 24 h; percent of 10 µM SAHA response. AID 540364, 2011;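 active means activation above the average of all compounds screened plus 3 SD, cutoff fixed separately per campaign, cut at about 7.5% in these data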;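 further: 0% = DMSO wells and 100% = 10 µM SAHA wells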
sPLA2-III inh: human group III sPLA2 inhibitors, primary screen, biochemical, QFRET, BODIPY PC-A2 liposome substrate; inhibition, % at 12.2 µM; QFRET BODIPY PC-A2 liposome hydrolysis, fluorescence; 370,000 tested, 0.56% active; Group 3 secretory phospholipase A2 (Homo sapiens), Q9NZ20;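 active means inhibition above mean plus 3 SD of compounds lying within the high and low control bounds, cut at about 19% in these data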;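 further: 0% = median of test compound wells and 100% = no enzyme DMSO wells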
Target sequence (Q9NZ20 whole entry, looked up): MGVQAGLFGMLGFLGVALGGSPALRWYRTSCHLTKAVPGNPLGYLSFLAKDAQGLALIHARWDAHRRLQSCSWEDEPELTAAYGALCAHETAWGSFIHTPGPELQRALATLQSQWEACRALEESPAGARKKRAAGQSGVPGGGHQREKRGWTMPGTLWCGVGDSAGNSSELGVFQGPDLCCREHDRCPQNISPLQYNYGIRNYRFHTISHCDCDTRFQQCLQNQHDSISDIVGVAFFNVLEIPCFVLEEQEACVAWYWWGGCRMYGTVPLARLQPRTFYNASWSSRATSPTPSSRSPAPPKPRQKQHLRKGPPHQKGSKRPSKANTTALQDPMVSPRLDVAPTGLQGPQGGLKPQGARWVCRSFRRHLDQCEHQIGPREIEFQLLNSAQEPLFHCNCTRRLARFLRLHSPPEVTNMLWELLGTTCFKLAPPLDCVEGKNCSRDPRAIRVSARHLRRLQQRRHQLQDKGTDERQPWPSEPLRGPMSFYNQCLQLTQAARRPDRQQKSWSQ
ADAM17 inh: ADAM17 inhibitors, primary screen, biochemical, QFRET; recombinant ADAM17, EDANS/DABCYL FRET peptide cleavage; inhibition, % at 6.95 µM; 370,000 tested, 0.83% active; AID 720648, 2013;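 active means inhibition above the mean of compounds lying between control limits plus 3 SD, set per campaign, cut at about 8.5% in these data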;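 further: 0% = DMSO-only wells as the low control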
PLC-beta3 inh: human PLC-beta3 inhibitors, primary screen, biochemical, fluorescence; Purified PLC-beta3, fluorogenic substrate; 370,000 tested, 0.18% active; 1-phosphatidylinositol 4,5-bisphosphate phosphodiesterase beta-3 (Homo sapiens), Q01970; inhibition, % at 12.2 µM; in the data active means inhibition above about 11%;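 further: 0% = median of compound wells on plate and 100% = full blocker control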
The depositor's hits bear a star; i = inactive; . = not tested or not shown.

Every second line gives: hcDAF12 agonist	ADAM10 inh	DAX1 inh-1	DAX1 inh-2	PLC-gamma1 inh	hgDAF12 agonist	ssDAF-12 act	FXN GAA850 act	sPLA2-III inh	ADAM17 inh	PLC-beta3 inh
(1) CC(=O)N1c2ccc(S(=O)(=O)NCC3CCC(C(=O)NCc4ccccc4)CC3)cc2CC1C (centres undefined)
→ -2.5	-2	-0.1	-2.8	1	-1.8	-1.0	-2.5	-5	-1	-6
(2) COc1ccc(-c2cc(C(F)(F)F)nc(S(C)(=O)=O)n2)cc1
→ -1.1	-188	-2.2	-1.6	-79	-4.0	-1.2	4.9	-2	-37	-119
(3) CC(C)Cc1nc2oc3c(=O)[nH]cnc3c2c2c1CCCC2
→ -2.5	-6	-1.0	0.1	-3	-3.6	-0.7	-2.1	13	-4	-10
(4) N#Cc1ccsc1NC(=O)CSc1nnc(-c2ccccc2)o1
→ 4.4	5	-0.4	0.5	-9	1.5	0.6	2.6	1	-1	-12
(5) CCOc1ccc2ncc(S(=O)(=O)c3ccccc3)c(N3CCC4(CC3)OCCO4)c2c1
→ -1.3	0	.	-1.4	0	-3.8	-1.6	.	-7	0	1
(6) O=C(Nc1ccc(S(=O)(=O)Nc2ncccn2)cc1)c1ccccc1NS(=O)(=O)c1ccc(F)cc1
→ 0.8	-27	0.3	-0.7	-46	-3.8	-1.6	2.6	-4	-19	-60
(7) COc1cccc(NC(=O)Nc2cccnc2)c1
→ -0.8	3	0.5	-0.2	-2	1.9	-1.1	-0.8	5	1	-1
(8) C[C@]12CC[C@H](O)CC1=CCC1C2CC[C@@]2(C)C1CC[C@@H]2NC(=O)[C@@H](N)CO (some centres undefined)
→ 0.5	-9	-0.6	0.5	4	-0.3	-1.3	-2.4	7	3	4
(9) COC(=O)c1cc(CSc2nc3ccc(C)cc3[nH]2)oc1C
→ -1.0	-6	-2.6	-1.0	-2	-2.7	-1.9	1.5	-11	0	2
(10) Cc1nn(Cc2c(F)c(F)c(F)c(F)c2F)c(C)c1NC(=O)c1ccc(COc2ccc(F)cc2)o1
→ -3.8	9	-1.2	-1.6	0	-2.0	-1.7	-1.4	-2	2	-1
(11) COc1ccccc1N1CCN(C(=O)c2ccc(Cn3c(=S)[nH]c4cc5c(cc4c3=O)OCO5)cc2)CC1
→ -0.1	-1	0.6	0.0	0	2.0	-1.2	2.4	10	-5	-5
(12) CCOC(=O)c1cc(NC(=O)c2ccccc2)c(=O)n2c1oc1ccccc12
→ -1.9	-4	-0.2	-0.5	-2	2.3	-1.5	1.3	0	2	0
(13) C=CCn1c(CSc2nc3ccccc3s2)n[nH]c1=S
→ 1.4	1	-0.5	0.8	-1	1.5	-0.5	3.7	15	-2	1
(14) c1ccc(-c2cn3cccnc3n2)cc1
→ -0.2	i	0.0	0.3	i	4.5	-1.2	2.4	5	i	i
(15) Cc1nc2ccc(Nc3nc4cc(S(=O)(=O)N5CCOCC5)ccc4o3)cc2s1
→ -2.7	-3	-0.5	-0.9	-82	-1.5	-1.7	2.9	-33	-2	-106
(16) O=C(CSc1nc2ccccc2c(=O)n1Cc1ccco1)c1ccc(F)cc1
→ -2.1	0	-1.6	-0.2	-4	-0.6	-2.1	0.9	-19	-4	-10
(17) CC(C)NC(=O)c1cccc2c1-c1ccccc1C2=O
→ -2.1	-1	0.7	-0.2	-3	1.9	-1.1	1.2	-2	-3	-5
(18) NNC(=O)c1csc(Cc2c(Cl)sc3ccc(Cl)cc23)n1
→ 0.0	-8	2.6	-0.5	1	-2.5	-0.7	-1.2	6	-1	-7
(19) COc1ccc2c(c1)-c1c(ssc1=S)C(C)(C)N2
→ -2.2	13	0.6	-0.2	2	5.4	-2.0	-10	12	4	5
(20) Cc1ccc(S(=O)(=O)N(c2nc(NC(C)C)nc(NC(C)C)n2)n2cnnc2)cc1
→ -0.7	1	-1.4	-0.3	3	-4.1	-1.5	5.5	-3	1	1
(21) COc1ccc(/C=C(/NC(=O)/C=C/c2ccccc2)C(=O)O)cc1
→ 0.2	2	0.6	-0.2	3	1.6	-0.7	0.1	-1	-2	1
(22) Cc1ccc(S(=O)(=O)N2CCN(C(=O)CNC(=O)c3sc4ccccc4c3Cl)CC2)cc1
→ 1.6	-6	3.1	1.0	3	2.6	-0.5	1.6	4	1	-1
(23) O=C(Nc1ccccc1C(F)(F)F)C1CC(=O)N(c2ccccc2F)C1 (centres undefined)
→ 0.6	1	0.1	-0.1	2	0.1	-0.5	-1.6	2	-1	7
(24) CC1(C(=O)NCc2cccc(Cl)c2)Cc2c(-c3ccc(C(N)=O)cc3)ccnc2O1 (centres undefined)
→ -1.8	-8	.	-0.4	2	-1.0	-1.4	-0.6	-2	-1	4
(25) COc1cc(-c2nc3n(n2)C(c2ccncc2)C(C(N)=O)=C(C)N3)cc(OC)c1OC (centres undefined)
→ -0.4	14	1.1	0.5	7	-0.2	-0.3	1.1	8	3	8
(26) Cc1nc2ccc(NC(=O)N3CCCCC3)cc2nc1C
→ -0.8	i	0.5	-0.4	i	0.8	-1.3	-0.4	6	-496	i
(27) COC(=O)Nc1ccccc1C(=O)N1CCC(O)(c2ccc(Cl)cc2)CC1
→ -0.6	-5	-0.3	-0.5	-2	0.9	-0.5	-0.1	6	-4	-2
(28) CC1(c2ccccc2)NC(=O)N(CC(=O)Nc2ccc(N3CCOCC3)cc2N2CCOCC2)C1=O (centres undefined)
→ -1.2	-10	-0.4	-0.4	-4	3.7	-1.4	1.3	15	-4	-2
(29) O=C(Cc1ccc2c(c1)CCCC2)Nc1ccccc1Cl
→ 1.6	9	-0.8	-0.6	4	4.1	-1.4	1.8	-1	1	1
(30) O=C(c1ccc2ncsc2c1)N1CCN(c2nc3ccccc3s2)CC1
→ -6.5	-6	-2.2	-7.6	0	-8.8	-2.2	-1.6	-3	0	-2

Compounds from the list above containing a CF3 group (two):
Every second line gives: hcDAF12 agonist	ADAM10 inh	DAX1 inh-1	DAX1 inh-2	PLC-gamma1 inh	hgDAF12 agonist	ssDAF-12 act	FXN GAA850 act	sPLA2-III inh	ADAM17 inh	PLC-beta3 inh
(2) COc1ccc(-c2cc(C(F)(F)F)nc(S(C)(=O)=O)n2)cc1
→ -1.1	-188	-2.2	-1.6	-79	-4.0	-1.2	4.9	-2	-37	-119
(23) O=C(Nc1ccccc1C(F)(F)F)C1CC(=O)N(c2ccccc2F)C1 (centres undefined)
→ 0.6	1	0.1	-0.1	2	0.1	-0.5	-1.6	2	-1	7

Next section.
Every second line gives: hcDAF12 agonist	ADAM10 inh	DAX1 inh-1	DAX1 inh-2	PLC-gamma1 inh	hgDAF12 agonist	ssDAF-12 act	FXN GAA850 act	sPLA2-III inh	ADAM17 inh	PLC-beta3 inh
(31) COc1ccc(OC(C)C(=O)N2CCN(c3ccccn3)CC2)cc1 (centres undefined)
→ -1.4	-5	1.6	0.2	1	-0.7	-0.9	0.1	7	-3	2
(32) CN1C(=O)[C@@](O)(c2cn(C)c3ccccc23)c2cc(Br)ccc21
→ 2.0	4	.	-0.1	-1	0.2	-0.4	.	-12	-1	1
(33) COc1cc(/C=N/N(C)c2ccccc2)cc(Cl)c1O
→ 3.0	18	0.1	-0.6	5	8.5	-0.8	4.5	-7	6	0
(34) O=C(/C=C/c1cccc([N+](=O)[O-])c1)c1ccc([N+](=O)[O-])o1
→ -1.7	3	-0.2	-0.4	3	-2.9	-1.3	-14	7	-2	-1
(35) O=C(CSc1nc2ccccc2c(=O)n1-c1ccc(OC(F)F)cc1)NC1CC1
→ -0.1	-13	0.8	-0.2	-1	-1.9	-0.7	-2.2	8	-9	-7
(36) COc1ccccc1S(=O)(=O)Cc1ccc(C(=O)NC2CC2)o1
→ -0.2	-2	0.1	-0.2	0	2.5	-1.4	0.9	7	-4	-3
(37) Cc1cccc(Cn2c(=O)n(Cc3ccco3)c(=O)c3ccccc32)c1
→ -2.1	10	-1.2	-0.6	-4	-2.2	-1.3	3.5	2	3	-6
(38) CCOc1ccc(Nc2nc(N)nc(CCl)n2)cc1
→ 2.2	3	-2.6	-1.1	1	0.4	-1.2	-11	0	0	-6
(39) CC(C)Oc1ccc(C(CC(=O)O)NC(=O)Cc2ccc(Cl)cc2)cc1 (centres undefined)
→ -1.7	1	0.7	0.6	0	-1.9	-1.1	-0.7	0	1	-3
(40) CCOc1ccc(CCNC(=O)C(C)N2C(=O)CC(C)(C)Sc3ccccc32)cc1 (centres undefined)
→ -1.1	12	-0.4	-0.5	6	-0.2	-0.6	4.3	-4	2	-6
(41) CCCCN1CCC(CN2C(=S)NC[C@@H]2CC(C)C)CC1
→ -2.1	-12	-0.6	2.2	0	2.3	-0.6	1.5	0	-4	-1
(42) CC1Cc2ccccc2N1S(=O)(=O)c1cccc(C(=O)N2CCN(c3ncccn3)CC2)c1 (centres undefined)
→ -3.9	2	-4.7	-3.3	1	-9.6	-1.9	-9.4	1	-2	-1
(43) COc1ccc(C(=O)C2CC2c2ccc3c(c2)OCO3)cc1 (centres undefined)
→ -0.8	7	-0.2	-0.2	-6	-2.6	-1.4	1.5	-1	2	-1
(44) Cc1c(C#N)c(O)n(CCO)c(=O)c1N=Nc1ccc(S(N)(=O)=O)cc1
→ -0.9	1	0.1	-1.4	-36	-1.6	-1.9	0.5	10	3	-64
(45) CCC(C(=O)OCC(=O)Nc1cc(OC)ccc1OC)c1ccccc1 (centres undefined)
→ -1.6	-3	1.5	0.4	2	6.2	-1.3	0.4	-4	-1	-5
(46) COc1cccc(C(=O)CC(C(=O)O)c2ccc(Cl)cc2)c1 (centres undefined)
→ 1.0	-1	1.8	0.6	7	-0.6	-0.6	0.9	-3	4	-2

Results in PLC-beta3 inh, for some of the entries so far:
#	molecule	PLC-beta3 inh
41	CCCCN1CCC(CN2C(=S)NC[C@@H]2CC(C)C)CC1	-1
42	CC1Cc2ccccc2N1S(=O)(=O)c1cccc(C(=O)N2CCN(c3ncccn3)CC2)c1 (centres undefined)	-1
43	COc1ccc(C(=O)C2CC2c2ccc3c(c2)OCO3)cc1 (centres undefined)	-1
44	Cc1c(C#N)c(O)n(CCO)c(=O)c1N=Nc1ccc(S(N)(=O)=O)cc1	-64
45	CCC(C(=O)OCC(=O)Nc1cc(OC)ccc1OC)c1ccccc1 (centres undefined)	-5
46	COc1cccc(C(=O)CC(C(=O)O)c2ccc(Cl)cc2)c1 (centres undefined)	-2

Hits appear at their usual frequency; overall some 6.9% were active at least once.
